# High-throughput results as filed in PubChem.
# FLuc counter – firefly luciferase modulation, counter-screen for miR-21 project; P08659; purified FLuc, Km substrates, luminescence inhibition; Potency, µM (series often up to 57.5 µM), inactives show top-dose activity change, negative = inhibition, actives largely listed as inhibitors; actives 6.9% (n = 360,000); AID 588342;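 also: potency is read from the fitted curve at half-maximal effect; plate controls were vehicle for no effect and reference inhibitor for full effect; nearly all actives have a fitted effect of over 55% in size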
# Target sequence (P08659 whole entry, looked up): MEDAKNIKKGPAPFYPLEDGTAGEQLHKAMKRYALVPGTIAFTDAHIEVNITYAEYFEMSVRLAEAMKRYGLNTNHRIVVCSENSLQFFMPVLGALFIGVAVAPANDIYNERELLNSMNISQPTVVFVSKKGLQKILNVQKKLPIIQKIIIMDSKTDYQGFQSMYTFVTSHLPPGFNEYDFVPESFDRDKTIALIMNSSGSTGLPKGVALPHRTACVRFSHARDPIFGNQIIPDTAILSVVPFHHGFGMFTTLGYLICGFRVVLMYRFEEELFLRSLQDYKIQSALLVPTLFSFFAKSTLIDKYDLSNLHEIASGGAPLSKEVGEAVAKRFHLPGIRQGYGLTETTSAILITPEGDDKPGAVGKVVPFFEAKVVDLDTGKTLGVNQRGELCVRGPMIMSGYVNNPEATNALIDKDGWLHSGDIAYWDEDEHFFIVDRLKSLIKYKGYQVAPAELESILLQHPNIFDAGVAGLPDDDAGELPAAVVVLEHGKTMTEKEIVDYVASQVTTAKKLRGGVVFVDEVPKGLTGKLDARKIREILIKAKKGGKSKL
#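 Biochemical qHTS of compounds, final roughly 60 µM downward over six points, against 10 nM purified firefly luciferase using Km concentrations of substrates (10 uM D-luciferin, 10 uM ATP) in Tris acetate pH 7.5 buffer; luminescence output.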
# KCNH2 3.1 block – inhibitors of human KCNH2 3.1 potassium channel isoform; U2OS KCNH2 3.1, thallium flux FluxOr; hits give low values; activity change, % (tested at about 1.8 µM); actives 0.95% (n = 340,000); AID 720553;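 active = maximum activity change below -70%; inconclusive = maximum activity change from -70% to -50%; inactive = maximum activity change above -50%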;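 also: thallium influx rate constant from kinetic fluorescence after stimulation buffer; % is scaled to controls: 0 for no effect and ±100 for the full control effect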
#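 We transduce U2OS cells with the mutant 3.1 virus, culture them overnight, load FluxOr with Red40 quencher for 45 min, then add stimulation buffer and read kinetically for 2 min to derive a normalized rate constant.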
# ELG1 genotox – induces genotoxicity in HEK293T cells with luciferase-tagged ELG1 | HEK293T ELG1-luciferase reporter, luminescence, 16 h | Potency, µM (titrated, usually from 46 µM), inactives show top-dose activity change, positive = activation, most hits filed as activators | actives 1.3% (n = 330,000) | AID 504466; also: potency is read from the fitted curve at half-maximal effect; % of control where 0% means no effect; nearly all actives have a fitted effect of over 60% in size
#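 HEK293T cells expressing luciferase-tagged ELG1 were treated with compound or DMSO for 16 hr at 37°C. Luciferase activity was then read after 30 min with ONE-Glo at room temperature; rising signal flags genetic stress.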
# Rab9 promoter act – activators of Rab9 promoter. Huh7 Rab9 promoter-luciferase reporter, luminescence, 24 h. Potency, µM (titrated, usually from 9.22 µM), without a hit: at the top dose activation, negative = inhibition, actives largely listed as activators. actives 2.8% (n = 320,000). AID 485297; also: potency is read from the fitted curve at half-maximal effect; % of control where 0% means no effect; nearly all actives have a fitted effect of over 60% in size
#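 Steps: seed 1500 Huh7 Rab9-luc cells per well, rest 2 h at 37 °C; add compound in DMSO; incubate 24 h; add luciferase reagent, 10 min ambient; read luminescence.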
# Tb PFK inh – T. brucei PFK enzyme inhibition | O15648 | T. brucei PFK, ADP-Glo luminescence | Potency, µM (titrated, usually from 57.5 µM), without a hit: top-dose activity, negative = inhibition, actives largely listed as inhibitors | actives 0.17% (n = 330,000) | AID 485367;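 also: potency is read from the fitted curve at half-maximal effect; 0% = uninhibited 1x PFK enzyme wells and -100% = no-enzyme wells; nearly all actives have a fitted effect of over 60% in size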
#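 Compounds were pin-transferred as a titration series up to 57 uM into substrate buffer (0.5 mM F6P, 0.1 mM ATP, pH 8.0), then 1.25 nM PFK was added and reactions ran 45 min before ADP-Glo detection.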
# Coupling enz – counter-screen for Giardia aldolase inhibitors: coupling enzyme system; AID 2472; coupling enzyme system counterscreen, AmpLite Red fluorescence; actives 0.67% (n = 290,000); activity change, negative = inhibition, % at 58.2 µM, hits read low; in the data active = activity change below about -30%; also: % is scaled to controls: 0 for no effect and ±100 for the full control effect
#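 Coupling enzymes only (glyceraldehyde-3-phosphate) + compound, at 57.5 uM final, 10 min RT; add substrate/coupling/AmpLite Red mix, 20 min RT; fluorescence ex 525/em 598 nm. Actives flag coupling-system interference.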
# NPC1 promoter act – NPC1 promoter activation. Huh7 NPC1 promoter luciferase reporter, 24 h. Potency, µM (titrated, usually from 9.22 µM), for the others: at the highest dose activation, most hits filed as activators. actives 2.4% (n = 320,000). AID 485313;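 also: potency is read from the fitted curve at half-maximal effect; % of control where 0% means no effect; nearly all actives have a fitted effect of over 60% in size; reporter is driven by a mutant NPC1 promoter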
#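 Readout is luciferase luminescence, reflecting NPC1 promoter activation in stably transfected Huh7 cells after 24 h compound exposure at 37 °C in reduced-serum medium with 10% FBS.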
# uPA generation – cell surface uPA generation inhibition | AID 540303 | cell surface uPA generation assay, qHTS | Potency, µM (top dose mostly 38.3 µM), without a hit: at the top dose activity change, negative = inhibition, most hits filed as inhibitors | actives 0.31% (n = 330,000); active = well fitted inhibition curve with a large enough effect; inconclusive = small, poorly fitted or top-dose-only effect; inactive = no such curve, though single readings can be large or run the other way; tested in mouse RAW 264.7 cells; also: potency is read from the fitted curve at half-maximal effect; % is scaled to controls: 0 for no effect and ±100 for the full control effect; nearly all actives have a fitted effect of over 55% in size
# Giardia kill – kills Giardia lamblia | Giardia lamblia trophozoite viability | activity change, % at 7.66 µM, hits read low | actives 0.15% (n = 340,000); in the data active = activity change below about -80%; inconclusive = between about -30% and that limit;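 also: parasites exposed to compound for two days anaerobically before the ATP read; % is scaled to controls: 0 for no effect and ±100 for the full control effect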
#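 Trophozoites 100 cells/well + cpd; 48 hrs, 37 deg C, anaerobic. ATPLite 1-Step added, 15-30 min RT, luminescence read (ATP-based viability).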
# RORg inh – ROR gamma (mouse) transcription inhibition; Potency, µM (highest dose often 53.6 µM), inactives show at the top dose activity change, negative = inhibition, actives largely listed as inhibitors; P51450; actives 5.4% (n = 310,000); Drosophila S2 Gal4-RORgamma UAS-luciferase reporter, 20 h; also: potency is read from the fitted curve at half-maximal effect; % is scaled to controls: 0 for no effect and ±100 for the full control effect; nearly all actives have a fitted effect of over 60% in size
# Target sequence (P51450 whole entry, looked up, the tested form may be a part): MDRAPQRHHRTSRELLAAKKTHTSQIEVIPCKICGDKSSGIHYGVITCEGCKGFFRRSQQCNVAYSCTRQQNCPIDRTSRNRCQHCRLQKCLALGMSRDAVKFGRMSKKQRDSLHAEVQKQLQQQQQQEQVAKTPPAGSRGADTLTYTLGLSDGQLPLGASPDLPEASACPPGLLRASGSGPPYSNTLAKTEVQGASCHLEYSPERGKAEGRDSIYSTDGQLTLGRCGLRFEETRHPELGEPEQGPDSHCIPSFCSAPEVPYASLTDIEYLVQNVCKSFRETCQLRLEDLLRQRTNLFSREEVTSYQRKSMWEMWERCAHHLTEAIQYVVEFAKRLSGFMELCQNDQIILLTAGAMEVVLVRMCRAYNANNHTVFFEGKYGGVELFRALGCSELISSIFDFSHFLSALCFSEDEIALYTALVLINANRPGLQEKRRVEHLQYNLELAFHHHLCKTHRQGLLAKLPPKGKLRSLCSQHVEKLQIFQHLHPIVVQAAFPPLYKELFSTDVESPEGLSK
#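 Schneider cells (Drosophila), stable Gal4 DBD–ROR gamma + UAS-luc; 1 hr cmpd preincubation; Cu2+ induction 700 uM final; 20 hr ambient; luminescence.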
# Gal4-VP16 FLuc – inhibits Gal4-VP16 luciferase reporter, ROR gamma counter-screen; Potency, µM (series often up to 53.6 µM), for the others: at the highest dose activity, negative = inhibition, hits mostly inhibitors; Drosophila S2 Gal4-VP16 UAS-luciferase, luminescence, 20 h; actives 3.5% (n = 310,000); AID 2546;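 also: Gal4-VP16 expression switched on by copper sulfate through the metallothionein promoter; potency is read from the fitted curve at half-maximal effect; % is scaled to controls: 0 for no effect and ±100 for the full control effect; nearly all actives have a fitted effect of over 50% in size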
# Active calls of the source: *; ? = inconclusive; / = no result given; & = joins results of further samples; [ ] = dose if it differs, or a comment. Unless noted, calls follow the shape of the dose curve; as a rule, active = well fitted curve in the direction sought with a large enough effect; inconclusive = small, poorly fitted or top-dose-only effect, or another doubt; inactive = no such curve, though single readings can be large; an effect the other way counts as inactive or inconclusive. Outcome played no part in choosing rows; about 14% have a hit in one of these screens.
SMILES,FLuc counter,KCNH2 3.1 block,ELG1 genotox,Rab9 promoter act,Tb PFK inh,Coupling enz,NPC1 promoter act,uPA generation,Giardia kill,RORg inh,Gal4-VP16 FLuc
NC(=O)c1c(NC(=O)CN2CCN(S(=O)(=O)c3ccccc3)CC2)sc2c1CCC2,1%,-15,-10%,-7%,-16%,/,-5%,-2%,-1,/,/
Cc1ccc(C)c(S(=O)(=O)N2CCN(C(=O)c3ccc(N4CCCC4)c([N+](=O)[O-])c3)CC2)c1,-1%,-33,-11%,0%,1%,-3,-4%,-3%,47[activator],68%,-2%
COc1ccc(CCN2C(=O)CC(Sc3ncccc3C(=O)O)C2=O)cc1OC (stereo unspecified),0%,2,1%,-6%,4%,6,-1%,3%,-10,-40%,-7%
O=C(c1cc(-c2ccc(F)cc2)on1)N1CCCC1,2.7µM*,7,?,0.63µM*,1%,9,0.79µM*,-5%,?,14µM*,-60%
Cc1c(S(=O)(=O)NC(C)c2ccccc2)c(=O)n(C)c(=O)n1C (stereo unspecified),1%,-14,1%,-2%,-2%,/,-1%,-22%,4,4%,-2%
COc1ccc(N2CCN(Cc3cc(=O)oc4ccc5ccccc5c34)CC2)cc1,9%,-30,-8%,3%,3%,-3,-5%,-3%,1,-12%,-4%
Cc1ccc(SCCNS(C)(=O)=O)cc1,4%,-14,1%,4%,-13%,3,2%,-2%,3,-5%,-2%
CC(=O)Nc1ccc(SC[C@H](CC(C)C)N2CCN(CCc3ccccc3)CCC2=O)cc1,0%,?,-8%,-13%,-18%,4,4%,-5%,9,5%,-17%
O=C1CCCN1CCCNC(=S)Nc1ccc(Cl)cc1Cl,-3%,-16,-1%,18%,-6%,1,2%,2%,-23,-18%,-13%
O=C(Nc1cnc2ccccn2c1=O)c1ccc(Cl)cc1,15µM*,-24,?,2.2µM*,1%,1,3.5µM*,/,9,11%,4%
CC(OC(=O)CCN1C(=O)C2CC=CCC2C1=O)C(=O)Nc1cccc(Cl)c1 (stereo unspecified),-2%,7,0%,-5%,0%,/,2%,-1%,19,/,/
CCCN(CC(=O)Nc1ccccc1OC)C(=O)c1ccccn1,/,10,-2%,/,-1%,/,/,0%,20,/,/
CCC(C)NC(=O)NC(=O)CSc1nnc(-c2ccccc2F)n1C1CC1 (stereo unspecified),3%,-40,8%,9%,0%,-11,0%,6%,9,-25%,-8%
CNC(=S)N/N=C/C1=CCC2CC1C2(C)C (stereo unspecified),9%,21,0%,-5%,-8%,-1,-2%,?,9,1.3µM*,2.5µM*
CC(NC(=O)N1CCN(c2ccccc2F)CC1)c1ccc(F)c(F)c1 (stereo unspecified),0%,-5,-4%,-11%,-2%,5,-4%,-1%,-3,0%,0%
CC(NC(=O)c1ccnc(C(C)(C)C)c1)c1ccccc1 (stereo unspecified),0%,5,-3%,1%,2%,1,-4%,/,-1,12%,-19%
CCN(C(=O)COC(=O)COc1ccc2c(c1)CCC2)c1c(N)n(Cc2ccccc2)c(=O)[nH]c1=O,-10%,6,0%,1%,-5%,/,-3%,2%,-23,/,/
O=C(NCc1ccccn1)C1CC(c2ccc(F)cc2)=NO1 (stereo unspecified),0%,13,-1%,1%,-2%,5,?,1%,-8,16%,16%
CC(OC(=O)Cc1ccc(Cl)cc1)C(=O)NC1CCCCC1C (stereo unspecified),0%,2,-2%,-2%,-1%,/,2%,5%,-13,/,/
c1ccc(C2=NNC(c3ccco3)=Nc3ccccc32)cc1,-15%,5,-7%,-2%,10%,-5,2%,-9%,-2,?,3%
Cc1ccc2c(c1)sc1nc(=O)ccn12,-1%,4,1%,3%,3%,-1,-5%,-2%,19,27%,-7%
c1ccc2c(c1)CCN(C1=Nc3cccc4cccc1c34)C2,6.7µM*,-12,6%,2.8µM*,0%,-25,22%,-15%,4,?,9%
CCn1c(COc2ccc(C)cc2)nnc1SCC(=O)NCc1ccco1,5%,-1,-4%,-6%,2%,3,-3%,-5%,7,9%,0%
Cc1cccc(-n2cc(-c3ccccc3)c3c(N4CCOCC4)ncnc32)c1,0%,-2,-11%,4%,0%,6,-2%,2%,8,14%,3%
COc1cc(O)c(C(CCN2CCN(c3ccccc3)CC2)c2cc(OC)c(OC)c(OC)c2)c(OC)c1 (stereo unspecified),1%,/,-5%,-3%,0%,-4&1,-4%,-16%,-3&-13,-17%&1%,-5%&-8%
Cc1ccc(NC(=O)CNC(=O)c2ccco2)cc1,?,-7,17%,4µM*,4%,-1,?,-2%,-2,-8%,17%
CCO/C=N/c1c(C#N)c2c(c(=S)n1C)COC(C)(C)C2,1%,-3,4%,-2%,4%,0,1%,-1%,-9,3%,8%
CS(=O)(=O)N(CC(=O)N1CCN(c2ccccc2F)CC1)c1ccc2c(c1)OCCO2,5%,10,-3%,-10%,-3%,2,0%,1%,3,31%,5%
COc1ccc([C@H]2CC(=O)C=C(c3ccc4c(c3)OCO4)C2)cc1,-20%,5,7%,9%,-6%,/,-3%,22%,-3,/,/
CC(=O)Cc1nsc(NC(=O)c2ccccc2)n1,?,2,?,12%,-7%,1,18%,2%,4,7%,23%
CC(=O)c1ccccc1OC(=O)c1ccc([N+](=O)[O-])o1,2%,-16,-4%,-3%,1%,-7,-3%,-3%,8,13%,17%
COc1ccccc1C(c1nnnn1CS(=O)(=O)c1ccc(C)cc1)N1CCSCC1 (stereo unspecified),4%,-5,2%,3%,5%,-1,16%,-1%,-3,35%,17%
CNC(=O)c1c(NC(=O)c2cccc(N3C(=O)CCC3=O)c2)sc2c1CCC2,-8%,-16,-1%,3%,-19%,2,0%,?,-1,0%,3%
CCN1CCN(c2ccc(S(=O)(=O)N3CCCCC3)cc2NC(=O)C(C)Oc2ccc(F)cc2)CC1 (stereo unspecified),-1%,-16,0%,-2%,7%,/,-3%,1%,10,/,/
CCc1nnc(NC(=O)CCS(=O)(=O)c2ccc(C)cc2)s1,0%,-16,0%,-7%,6%,/,0%,-9%,-12,/,/
Cc1cccc(NS(=O)(=O)c2c(C(=O)N3CCOCC3)c(C)n(C)c2C)c1C,0%,0,0%,-6%,0%,-6,1%,4%,1,-2%,2%
CCOc1ccccc1CNC(=O)c1cc2occc2n1C,-2%,0,2%,1%,7%,-6,-2%,8%,5,20%,33%
CSc1ccccc1NC(=O)CSc1cccc[n+]1[O-],/,-3,0%,/,1%,/,/,1%,-5,/,/
O=C(/C=C/c1ccccc1)OCCN1C(=O)c2ccccc2C1=O,-18%,4,2%,3%,0%,3,-2%,-3%,-4,17%,4%
CCOC(=O)C1Cc2cc3c(cc2C1=O)CC(C(=O)OCC)C3=O (stereo unspecified),-1%,/,9%,22%,2%,4,25%,/,/,-43%,18%
COc1ccc(S(=O)(=O)N2CCOCC2)cc1N(C)S(=O)(=O)c1ccc(C)cc1,1%,/,-5%,13%,-18%,/,-1%,-2%,6,20%,-12%
FC(F)(F)c1ccccc1NC(=S)Nc1ccccc1,0%,21,0%,0%,6%,1,-1%,3%,-7,?,-2%
Cc1ccc(Cl)cc1N1CCN(C(=O)C(C)n2ncn3cccc3c2=O)CC1 (stereo unspecified),1%&-2%,4,-8%,5%,0%,0,2%,4%,26,25%,-2%
COc1cc2c(cc1OC)C(C)N(C(=O)C1COc3ccccc3O1)CC2 (stereo unspecified),-2%,7,-15%,-3%,-1%,0,-1%,0%,2,?,4%
CC(OC(=O)c1ccc(-n2cnnn2)cc1)C(=O)NCc1ccccc1 (stereo unspecified),0%,18,0%,0%,-1%,/,-3%,2%,-7,/,/
CCCNS(=O)(=O)c1ccc(CCC(=O)NCCc2ccc(OC)c(OC)c2)cc1,-1%,-4,-4%,-8%,-5%,2,-2%,3%,7,10%,6%
CC(OC(=O)c1ccc([N+](=O)[O-])o1)C(=O)NC1CCCCC1C (stereo unspecified),5%,14,1%,-4%,0%,/,0%,3%,?,/,/
CCOC(=O)C1(Cc2ccc(OC)cc2)CCN(C(=O)c2cncs2)CC1,-17%,16,0%,26%,4%,1,8%,1%,22,7%,2%
CCOC(=O)c1c(CSc2ccccc2)n(C)c2ccc(O)c(CN3CCOCC3)c12,-9%,-3,-12%,-1%,-3%,-12,-6%,7%,6,-32%,-8%
O=C(CCC1CCN(Cc2ccc(Cl)cc2)CC1)NC1CC1,-1%,-11,-4%,-3%,-2%,1,-4%,4%,9,-10%,16%
C(#Cc1ccccc1)CN1CCCCC1,-4%,9,0%,-11%,-5%,1,-2%,0%,1,2%,3%
